IMPase inh – qHTS Assay for Identifying the Cell-Membrane Permeable IMPase Inhibitors | 120,000 tested, under 10 active | CHO-M1 cells, IP1 accumulation, HTRF TR-FRET ratio | inhibition (IP1 accumulation), % at 46.1 µM | Inositol monophosphatase 1 (Rattus norvegicus), P97697 | AID 901, 2007; active = well fitted curve in the direction sought with a large enough effect in the signal ratio, not every such curve was filed as active; inconclusive = small, poorly fitted or top-dose-only effect, or a change in a side signal; inactive = no such curve, though single readings can be large or run the other way; the % refers to the signal ratio;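 note: cells stimulated with carbachol in lithium chloride buffer; plate controls were DMSO basal wells for no effect and reference inhibitor wells for full effect; higher means more IMPase inhibition seen as more IP1 and lower FRET ratio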
Target sequence (P97697 whole entry, looked up): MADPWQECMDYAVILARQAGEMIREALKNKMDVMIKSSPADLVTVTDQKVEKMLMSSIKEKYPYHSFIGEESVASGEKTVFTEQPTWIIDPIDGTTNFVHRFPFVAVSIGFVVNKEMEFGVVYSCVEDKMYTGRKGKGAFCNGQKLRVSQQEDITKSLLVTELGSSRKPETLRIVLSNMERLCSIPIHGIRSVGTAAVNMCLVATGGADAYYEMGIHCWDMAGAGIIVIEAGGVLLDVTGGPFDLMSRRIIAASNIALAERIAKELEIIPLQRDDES
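CHO-M1 cells (CHO stably expressing M1 receptor), compound up to 46 uM final, stimulated with carbachol (50 uM as added) in buffer with 50mM LiCl, pH 7.4, 30 min at 37C. Cytosolic IP1 read by TR-FRET; AC50 from Hill fits.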
ALOX15B inhib – qHTS Assay for Inhibitors of 15-hLO-2 (15-human lipoxygenase 2); purified 15hLO-2, xylenol orange hydroperoxide absorbance; Potency, µM (doses to about 57.1 µM), for the others: at the highest dose activity change, negative = inhibition, usual class: inhibitors; 0.56% of 110,000 active; note: potency is the fitted concentration of half-maximal effect; nearly all actives have a fitted effect of over 60% in size; many of its hits are not listed in these tables
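Enzyme 50 nM, AA 45 uM, 25 mM Hepes pH 7.5 + 0.01% Triton X-100; cpd preinc 15 min RT, rxn 90 min RT; stop/detect with 200 uM XO + 300 uM Fe(II) in 50 mM H2SO4, 30 min; A573/A405.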
PNC inhibitor – High Content Assay for Compounds that inhibit the Assembly of the Perinucleolar Compartment | PC3M PTB-GFP, PNC prevalence imaging, 16 h; hits give low values | activity change (PNC), negative = inhibition, % at 10 µM | 3.1% of 140,000 active;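 active = readout at or below -70, meaning at least 70% loss of cells showing the perinucleolar compartment, a nuclear body marking cancer cells; inconclusive = readout between -30 and a set limit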;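 note: plate controls were DMSO wells for no effect and camptothecin positive control wells for full effect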
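PC3M cells stably expressing PTB-GFP, 750–1000 cells/well, treated 16 h at 37 °C with compound (23 nl of library stock), in duplicate. After paraformaldehyde fixation and Hoechst stain, imaged at 20x; PNC prevalence scored by image analysis.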
ALOX12 inhib – qHTS Assay for Inhibitors of 12-hLO (12-human lipoxygenase). Polyunsaturated fatty acid lipoxygenase ALOX12 (Homo sapiens), P18054. purified 12-hLO, xylenol orange hydroperoxide absorbance. Potency, µM (top dose mostly 57.1 µM), for the others: at the highest dose activity change, negative = inhibition, hits mostly inhibitors. 0.12% of 150,000 active; note: potency is the fitted concentration of half-maximal effect; nearly all actives have a fitted effect of over 55% in size; many of its hits are not listed in these tables
Target sequence (P18054 whole entry, looked up): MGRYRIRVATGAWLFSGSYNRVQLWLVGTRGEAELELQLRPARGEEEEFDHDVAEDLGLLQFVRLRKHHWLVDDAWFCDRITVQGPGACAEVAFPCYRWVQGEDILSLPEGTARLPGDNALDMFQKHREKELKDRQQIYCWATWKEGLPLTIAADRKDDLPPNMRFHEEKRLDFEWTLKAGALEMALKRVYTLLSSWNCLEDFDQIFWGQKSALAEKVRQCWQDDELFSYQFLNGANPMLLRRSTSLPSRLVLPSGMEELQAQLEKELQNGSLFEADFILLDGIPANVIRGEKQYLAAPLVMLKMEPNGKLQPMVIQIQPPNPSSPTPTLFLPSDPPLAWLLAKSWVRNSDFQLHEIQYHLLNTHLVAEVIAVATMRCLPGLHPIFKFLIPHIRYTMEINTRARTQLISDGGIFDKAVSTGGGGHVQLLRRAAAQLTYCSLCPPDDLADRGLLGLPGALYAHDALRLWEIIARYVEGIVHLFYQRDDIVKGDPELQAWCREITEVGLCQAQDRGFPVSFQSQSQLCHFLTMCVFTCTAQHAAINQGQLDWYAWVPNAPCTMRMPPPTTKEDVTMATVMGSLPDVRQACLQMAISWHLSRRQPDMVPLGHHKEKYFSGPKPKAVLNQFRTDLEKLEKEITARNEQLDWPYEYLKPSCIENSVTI
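Purified human 12hLO (150 nM final) was preincubated with compounds for 15 min at room temperature in 25 mM Hepes pH 7.0, 0.01% Triton X-100, then reacted with 40 uM arachidonic acid for 30 min. Hydroperoxide was detected with ferrous iron/xylenol orange.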
* hit, by the source's call; ? = inconclusive; nt = no result given; [ ] = dose if it differs, or a comment. Unless noted, calls come from the whole dose curve; as a rule, active = well fitted curve in the direction sought with a large enough effect; inconclusive = small, poorly fitted or top-dose-only effect, or another doubt; inactive = no such curve, though single readings can be large; an effect the other way counts as inactive or inconclusive. Unless noted, % is set by controls: 0 for no effect and ±100 for the full control effect. Some of the compounds tested; the hit share may differ from the screen's.

Start of the listing, in advance (6 entries):
1. Cc1ccc(Oc2ccc3c(c2)C(=O)N(c2ccc(S(=O)(=O)Nc4nccs4)cc2)C3=O)cc1
2. Cc1ccc2cc(C#N)c(NCc3ccco3)nc2c1
3. Cc1ccc(S(=O)(=O)N2C(=O)C(C)SC2=Nc2ccccc2)cc1 (stereo not drawn)
4. Cc1ccc(S(=O)(=O)Nc2ccccc2CNc2ccc(Br)cn2)cc1
5. Clc1nc(-c2n[nH]nc2Cl)n[nH]1
6. COc1ccc(CN2CC(C(=O)NCc3cccc(OC)c3)CC2=O)cc1 (stereo not drawn)

assay / compound | 1 | 2 | 3 | 4 | 5 | 6
IMPase inh | 12 | -7 | nt | nt | 0 | -1
ALOX15B inhib | -6% | -4% | nt | nt | 1% | -1%
PNC inhibitor | 119 | 11 | ? | 72 | ? | 98
ALOX12 inhib | -6% | -9% | 5% | -4% | 4% | 1%

This part in full (from the top)
1. Cc1ccc(Oc2ccc3c(c2)C(=O)N(c2ccc(S(=O)(=O)Nc4nccs4)cc2)C3=O)cc1
2. Cc1ccc2cc(C#N)c(NCc3ccco3)nc2c1
3. Cc1ccc(S(=O)(=O)N2C(=O)C(C)SC2=Nc2ccccc2)cc1 (stereo not drawn)
4. Cc1ccc(S(=O)(=O)Nc2ccccc2CNc2ccc(Br)cn2)cc1
5. Clc1nc(-c2n[nH]nc2Cl)n[nH]1
6. COc1ccc(CN2CC(C(=O)NCc3cccc(OC)c3)CC2=O)cc1 (stereo not drawn)
7. COc1ccccc1Nc1nc(=O)[nH]nc1C
8. COc1ccc(NC(=O)C2CCCN(C)C2)cc1OCC(C)C (stereo not drawn)
9. COc1ccc(CCNS(=O)(=O)c2cccc(C(=O)O)c2)cc1OC
10. COc1ccc(C(=O)Nc2ccc(N3CCN(c4ccc(OC)cc4)CC3)c(C#N)c2)cc1

assay / compound | 1 | 2 | 3 | 4 | 5 | 6 | 7 | 8 | 9 | 10
IMPase inh | 12 | -7 | nt | nt | 0 | -1 | -4 | 6 | 7 | ?
ALOX15B inhib | -6% | -4% | nt | nt | 1% | -1% | -3% | nt | -4% | -6%
PNC inhibitor | 119 | 11 | ? | 72 | ? | 98 | 86 | 48 | 8 | ?
ALOX12 inhib | -6% | -9% | 5% | -4% | 4% | 1% | 11% | 0% | -1% | 6%

11. Cc1ccc(O)c(-c2cc(C(=O)NCc3ccc4c(c3)OCO4)[nH]n2)c1
12. CN(NC(=O)COc1ccccc1)c1ccccc1
13. CCN(C(=O)COC(=O)c1cc(-c2ccccc2)nc2c1c(C)nn2-c1ccccc1)C1CCS(=O)(=O)C1 (stereo not drawn)
14. O=C(NCc1ccccn1)c1cccs1
15. Cc1cccc2cc(/C=N/NC(=O)c3ccccc3O)c(Cl)nc12
16. COc1cc(NC(=O)C2CCCC2)c(OC)cc1Cl
17. Cc1cc(C)n(/N=C/c2cccc([N+](=O)[O-])c2)c(=O)c1
18. CCN(Cc1ccccc1)c1ccc(/C=N/N2CCOCC2)cc1
19. Cn1nccc1CNC(=O)c1c(Cl)cnn1C
20. CCn1nc(NC(=O)c2ccncc2)c2cc3ccc(C)cc3nc21

assay / compound | 11 | 12 | 13 | 14 | 15 | 16 | 17 | 18 | 19 | 20
IMPase inh | nt | ? | 9 | 12 | nt | 14 | nt | nt | nt | 10
ALOX15B inhib | nt | nt | nt | 2% | nt | -4% | nt | nt | nt | -15%
PNC inhibitor | 20 | ? | 17 | ? | ? | 34 | -15 | 84 | 36 | 4
ALOX12 inhib | 1% | -4% | -1% | 1% | 0% | -5% | 4% | 3% | 0% | -4%

21. Oc1ccc(-c2cn3cc(C(F)(F)F)ccc3n2)cc1
22. O=C(O)c1cccc(-c2ccc(/C=N/NC(=O)c3cccnc3)o2)c1
23. Cc1cc(NC(=O)CSc2nc3ccccc3c(=O)n2CCCC(=O)NCc2ccco2)n[nH]1
24. CC(C)(C)c1ccc(N2C(=O)Cc3c2nc(N)c(C#N)c3N)cc1
25. CC(CCc1ccccc1)NC(=O)CN1CCN(Cc2ccccc2)C1=O (stereo not drawn)
26. CCOC(=O)c1sc2nc(N3CCOCC3)c3c(c2c1N)CCN(Cc1ccccc1)C3
27. CCN(CC)S(=O)(=O)c1cccc(-c2nnc(SCc3nnc(-c4ccccc4)o3)n2C)c1
28. Cc1cc(Cl)c(OCCCN2CCCCC2)c(Br)c1
29. CC(=O)Oc1cc2c(C(C)=O)coc2c2ccccc12
30. CC(C)NC(=O)c1cccc(Cn2cc(Cl)cn2)c1

assay / compound | 21 | 22 | 23 | 24 | 25 | 26 | 27 | 28 | 29 | 30
IMPase inh | nt | nt | 0 | -5 | 9 | -7 | 3 | nt | 6 | ?
ALOX15B inhib | nt | nt | -2% | -13% | -3% | 39%[activator] | -6% | nt | -5% | 1%
PNC inhibitor | -23 | -83* | 43 | -2 | 25 | -10 | -8 | 14 | ? | -4
ALOX12 inhib | 2% | -4% | 5% | -2% | -2% | -9% | -2% | -4% | 4% | -7%

31. CCN(CC)CCN1C(=O)C(O)=C(C(=O)c2sc(C)nc2C)C1c1cccnc1 (stereo not drawn)
32. CCC(=O)Nc1cc2nn(-c3ccc(OC)cc3)nc2cc1C
33. COc1ccccc1CNC(=O)c1ccc(SC)cc1OC
34. CCCn1nnc(NC(=O)c2cc(Br)cc(Br)c2OC)n1
35. Cn1c(SCC(=O)O)nc2ccccc2c1=O
36. CCOc1ccccc1OCC(=O)NCc1ccco1
37. C=CCNc1nnc(C)c2ccccc12
38. CCCCC1(C)NC(=O)c2c(C)sc(C(=O)OCC)c2N1 (stereo not drawn)
39. O=C(CCS(=O)(=O)Cc1ccccc1)NCC1CCCO1 (stereo not drawn)
40. CCOC(=O)c1nn(-c2ccc(Br)cc2)cc1C(=O)c1cccc2ccccc12

assay / compound | 31 | 32 | 33 | 34 | 35 | 36 | 37 | 38 | 39 | 40
IMPase inh | 2 | 2 | 6 | 8 | 6 | -6 | -7 | 2 | ? | 1
ALOX15B inhib | -6% | 0% | 11% | -5% | -4% | -5% | 8% | 13% | -1% | 10%
PNC inhibitor | -23 | ? | 110 | -119* | ? | 16 | 6 | -22 | -29 | ?
ALOX12 inhib | 1% | -7% | 11% | -3% | 18% | -8% | -2% | -21% | 3% | 1%

41. CCCCCCc1c(O)c2ccccc2[nH]c1=O
42. Cc1oc2nc(SCC(=O)NCCCO)nc(N)c2c1C
43. COc1cccc(-n2ccnc2SCC(=O)NCc2ccccc2)c1
44. CC(C)CNC(=S)NNC(=O)c1csc2c1CCCC2
45. O=C(NCc1cccnc1)NC1(C(F)(F)F)Oc2ccc(Cl)cc2O1 (stereo not drawn)
46. CCCCn1c(N)c(Sc2ccccc2)c(=O)[nH]c1=O
47. COCCCn1c(N)c(-c2nc3ccccc3n2C)c2nc3ccccc3nc21
48. CCOc1ccc(N/C=C/C(=O)c2ccc(C)cc2)c([N+](=O)[O-])c1
49. CCN(CC)S(=O)(=O)c1ccc(OC)c(NC(=O)c2cc3c(=O)n4ccccc4nc3s2)c1
50. CC(C)CC(=O)Nc1cc(C(F)(F)F)ccc1N1CCOCC1

assay / compound | 41 | 42 | 43 | 44 | 45 | 46 | 47 | 48 | 49 | 50
IMPase inh | -1[1.84 µM] | ? | 1 | 1 | 4 | 1 | -12 | 8 | 7 | 3
ALOX15B inhib | -7%[11.4 µM] | 14% | 6% | 4% | -10% | -1% | 8% | -12% | nt | 8%
PNC inhibitor | ? | -8 | 25 | -6 | ? | 24 | 10 | ? | 74 | 6
ALOX12 inhib | 6% | -8% | -6% | -2% | -18% | 2% | -23% | -13% | -2% | -5%

51. CN1CCCC1CCNC1C2CC3CC(C2)CC1C3 (stereo not drawn)
52. CCN1CNC(=S)N(c2cccc(C)c2C)C1
53. O=C(O)C1CC(=O)N(c2ccc(F)c(F)c2)C1 (stereo not drawn)
54. Cc1noc(C)c1CSc1nc2sc(C)c(C)c2c(=O)n1C1CCCC1
55. CC(=O)NC1=NN(C(C)=O)C(C)(c2ccc3ccccc3c2)S1 (stereo not drawn)
56. Cn1c(=O)oc2cc(S(=O)(=O)Nc3ccc4c(c3)OCO4)ccc21
57. CN(C)S(=O)(=O)c1ccc(C(=O)Nc2ccccn2)cc1
58. O=C(NCC1CCCO1)C(=O)NCC(c1ccco1)N1CCN(c2ccccc2F)CC1 (stereo not drawn)
59. COc1ccc(CCN=C(N)NS(=O)(=O)c2ccc(OC)cc2)cc1
60. Nc1ccc2c(c1)C(=O)N(CC1CCCO1)C2=O (stereo not drawn)

assay / compound | 51 | 52 | 53 | 54 | 55 | 56 | 57 | 58 | 59 | 60
IMPase inh | 10 | -1 | -10 | 7 | nt | 8 | 4 | nt | -9 | 0
ALOX15B inhib | 52%[activator] | nt | 5% | -2% | nt | -7% | -12% | nt | nt | -3%
PNC inhibitor | 35 | -27 | 17 | 25 | 30 | 11 | 15 | 13 | 28 | 27
ALOX12 inhib | 17% | 3% | 2% | 0% | -2% | -6% | 1% | -4% | -1% | 8%

61. CCOC(=O)c1c(NC(=O)CN2CCCCC2)sc2c1CCC(C=O)=C2Cl
62. CCCN=C(C)c1c(-c2ccccc2)[nH]n(-c2nc3ccccc3s2)c1=O
63. CC1CCCN(c2ccc(C(=O)NCc3ccco3)cc2[N+](=O)[O-])C1 (stereo not drawn)
64. O=C1CC2CS(=O)(=O)CC2N1C1CCCCC1 (stereo not drawn)
65. CCOc1ccc2nc(NC(=O)CN3CCN(c4ccccn4)CC3)sc2c1
66. CNC(=O)/C(C#N)=C/c1ccc(-c2ccc(OC)cc2[N+](=O)[O-])o1
67. COCCn1c(C)cc(C(=O)CSc2cc(C)c3ccc(OC)cc3n2)c1C
68. CCOC(=O)N1CCC(NC(=O)c2sc3nc4n(c(=O)c3c2C)CCCC4)CC1
69. CCOC(=O)N1CCC(c2cc(=O)n3[nH]cc(C(=O)OC)c3n2)CC1
70. Cc1cc(C(F)(F)F)n2ncc(-c3ccc(F)cc3)c2n1

assay / compound | 61 | 62 | 63 | 64 | 65 | 66 | 67 | 68 | 69 | 70
IMPase inh | 1 | -4 | nt | 0 | -10 | -1[1.84 µM] | -12 | ? | -1 | 2
ALOX15B inhib | -16% | 25% | nt | 1% | 4% | -3%[11.4 µM] | nt | -3% | -8% | 1%
PNC inhibitor | -2 | 27 | 2 | -28 | 36 | 15 | ? | -12 | -21 | 47
ALOX12 inhib | -2% | 1% | -1% | 0% | -1% | -4% | -1% | 4% | -6% | -1%

71. CCOC(=O)N1CCN(C(=O)C2CCN(S(=O)(=O)N(CC)CC)CC2)CC1
72. O=C(CSc1nnc(-c2ccc(O)cc2)o1)N1CCOCC1
73. COc1ccccc1C(=O)NNC1CC(=O)N(c2ccc3c(c2)OCCO3)C1=O (stereo not drawn)
74. COc1ccccc1S(=O)(=O)Cc1ccc(C(=O)NCc2ccc3c(c2)OCO3)o1
75. CC(C)CC(=O)Nc1nc2c(c(=O)[nH]1)CCCC2
76. CC1CCN(CCCNC(=O)C2CCC(=O)N2C2CCCC2)CC1 (stereo not drawn)

assay / compound | 71 | 72 | 73 | 74 | 75 | 76
IMPase inh | 2 | 2 | -4 | 4 | 1 | 9
ALOX15B inhib | 1% | -1% | nt | -1% | 2% | -2%
PNC inhibitor | 2 | -10 | 42 | ? | -3 | 54
ALOX12 inhib | 0% | -3% | -5% | -5% | -3% | 0%
